Compound activity from PubChem BioAssay.
Rac1 GTP hydrolysis = MgcRacGAP GTPase-activating activity inhibitors, confirmation, biochemical, ADP Hunter fluorescence; MgcRacGAP-stimulated Rac1 GTP hydrolysis, ADP Hunter fluorescence; higher % means a stronger effect; GST-tagged Rac1 F28L mutant substrate; inhibition, % at 30 µM, or IC50 in µM where a hit was titrated; 340,000 tested, 0.6% active;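 active means first-screen hits whose inhibition reached a set limit at any dose in the follow-up dose series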;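 further: fluorescence reports GDP produced by GAP-driven GTP hydrolysis; strong numbers were not always called active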
Active calls of the source: *.

no. | compound | Rac1 GTP hydrolysis
1 | Cc1cccc(C(=O)NC2CCN(CC(=O)Nc3cccc(Cl)c3)CC2)c1 | 11%
2 | Cc1cc(=O)[nH]c2[nH][nH]c(=O)c12 | -11%
3 | CC[C@]12C(=O)N(C)C[C@H]([C@@H]3C(=O)N(C)C(=O)[C@@H]31)N2C(=O)c1ccc(Br)cc1 | 11%
4 | C[C@H](CO)N1C[C@H](C)[C@@H](CN(C)C(=O)c2ccc(F)cc2)Oc2cc(Br)ccc2S1(=O)=O | 3%
5 | O=C(NCCc1cn2cccnc2n1)C1CCC(=O)N(Cc2ccccc2F)C1 (stereo not given) | 11%
6 | COc1cccc(C=NNc2ccc([N+](=O)[O-])cn2)c1OC | 11%
7 | COc1ccc(C(CNC(=O)c2ccc(-c3ccccc3Cl)o2)N2CCCC2)cc1 (stereo not given) | 12%
8 | CC1=C(C(=O)N2CCOCC2)CC(CC(=O)NCC2CCCCC2)C(=O)N1Cc1ccccc1 (stereo not given) | 9%
9 | O=C(COC(=O)c1ccc(O)cc1)NC1CCCCCCC1 | 10%
10 | CCC1NC(=O)c2cccnc2-n2c1nc1ccc(OC)cc1c2=O (stereo not given) | -3%
11 | C[C@H](CO)N1C[C@H](C)[C@H](CN(C)C(=O)Cc2ccncc2)Oc2ncc(Br)cc2C1=O | 11%
12 | C[C@@H]1CN([C@@H](C)CO)S(=O)(=O)c2ccc(Br)cc2O[C@H]1CN(C)C(=O)C1CCOCC1 | 14%
13 | COc1cc2c(cc1CNC[C@H]1O[C@@H](n3cnc(C(N)=O)n3)[C@H](O)[C@@H]1O)OCO2 | -5%
14 | CCOc1ccccc1N(CC(=O)N1CCN(Cc2ccccc2)CC1)S(=O)(=O)c1ccccc1 | 9%
15 | Nc1ccc2c(c1Br)Cc1ccccc1-2 | 44µM*
16 | Cc1ccccc1-c1cccc([C@@H]2C[C@H]3[C@H](CON3C)CN2Cc2ccccc2)c1 | 4%
17 | Cc1ccc(S(=O)(=O)N2CCCCC2)cc1NC(=O)c1ccc(=O)[nH]c1 | 8%
18 | CN(C)C1CCCCC=CC(=O)NC1 (stereo not given) | -8%
19 | O=C(O)C1(Nc2ccc(Br)cc2)CCCC1 | -4%
20 | CCC1S/C(=N/S(=O)(=O)c2ccc(N)cc2)NC1=O (stereo not given) | -2%
21 | COc1cc(Cl)c(CNC[C@H]2O[C@@H](n3cnc(C(N)=O)n3)[C@H](O)[C@@H]2O)c(Cl)c1O | 5%
22 | CCOc1ccc(C(=O)Cc2ccccc2)cc1 | 3%
23 | O=C(Oc1ccc[nH]c1=O)c1ccc(F)cc1 | -1%
24 | COc1cc(C2C3=C(COC3=O)Oc3cc4c(cc32)OCO4)cc(OC)c1OC(C)=O (stereo not given) | -6%
25 | CCCNC(=O)N(C)C[C@H]1Oc2cc(Br)ccc2S(=O)(=O)N([C@@H](C)CO)C[C@@H]1C | 14%

Laid out differently: entries from further up
No.	Rac1 GTP hydrolysis	smiles
14	9%	CCOc1ccccc1N(CC(=O)N1CCN(Cc2ccccc2)CC1)S(=O)(=O)c1ccccc1
15	44µM*	Nc1ccc2c(c1Br)Cc1ccccc1-2
16	4%	Cc1ccccc1-c1cccc([C@@H]2C[C@H]3[C@H](CON3C)CN2Cc2ccccc2)c1

Later entries:
no. | compound | Rac1 GTP hydrolysis
26 | COc1ccc(-c2noc(CCC(=O)NC3CCCCCC3)n2)cc1OC | 6%
27 | Cc1ccccc1CNC(=O)C(C)Sc1ccccc1 (stereo not given) | 16%
28 | COCOCCn1cc(CN2CCS(=O)(=O)N(Cc3ccc(-c4cccc(CO)c4)cc3)C(C)C2=O)nn1 (stereo not given) | 10%
29 | O=C1c2ccccc2-c2c1c1ccccc1c(=O)n2-c1ccccc1 | 5%
30 | O=C1NC(=S)NC1(c1ccccc1)c1ccccc1 | -1%
31 | COc1ccc(Br)c(C(=O)OCC(=O)NC2CCCCCCC2)c1 | 6%
32 | CCN(CC(=O)Nc1ccc(NC(C)=O)cc1)C(=O)C1CC1 | 0%
33 | C[C@H]1CN([C@@H](C)CO)S(=O)(=O)c2ccc(Br)cc2O[C@@H]1CN(C)Cc1ccccc1 | 3%
34 | COC(=O)C1CCc2c(ccc3c2CCCC3)C1=O (stereo not given) | -3%
35 | O=C(Cc1ccccn1)c1ccncc1 | -1%
36 | O=C(CC1C=CCC1)Nc1ccccc1 (stereo not given) | 6%
37 | CCC(C)[C@H](N)C(=O)N[C@H]1CCC2C3CC=C4C[C@@H](O)CC[C@]4(C)C3CC[C@@]21C (stereo not given in full) | 3%
38 | COc1ccc(/C(N)=N/OC(=O)c2ccc3ccccc3c2)cc1OC | 5%
39 | Cc1ccc2nc3[nH]c(=O)[nH]c(=O)c3c(N)c2c1 | 8%
40 | C(=NN=C1c2ccccc2-c2ccccc21)c1ccc2c(c1)OCO2 | 4%
41 | COc1cc(COc2ccc(S(=O)(=O)N3CCOCC3)cc2[N+](=O)[O-])ccc1OC(F)F | 4%
42 | Cc1nc2ccccc2nc1-c1ccc([N+](=O)[O-])cc1 | 0%
43 | C#CCN(C(=O)C1CCC(=O)N(CCc2cccc(F)c2)C1)C1CCCCC1 (stereo not given) | 12%
44 | Cc1ccc(-c2noc(CCC(=O)Nc3cccc(C(=O)NC4CC4)c3)n2)cc1 | 15%
45 | COc1cccc(Nc2nc3cc(C)ccc3cc2C)c1 | 1%
46 | COc1ccc(Cn2c(=O)oc3ccccc32)cc1OC | 11%
47 | CCn1cc(/C=C(\NC(=O)c2cc(OC)c(OC)c(OC)c2)C(=O)N2CCOCC2)c2ccccc21 | -11%
48 | CCCc1c(C(=O)N/N=C/c2c[nH]c3ccccc23)nnn1-c1nonc1N | 19%
49 | Cc1cc(-c2ccc(S(=O)(=O)NCc3ccc(Cl)cc3)cc2)on1 | 16%
50 | O=C(NN=Cc1ccc2c(c1)CCN2)c1cccs1 | 13%

5 entries out of the list, arranged by count of non-hydrogen atoms, descending.
no. | compound | Rac1 GTP hydrolysis
37 | CCC(C)[C@H](N)C(=O)N[C@H]1CCC2C3CC=C4C[C@@H](O)CC[C@]4(C)C3CC[C@@]21C (stereo not given in full) | 3%
29 | O=C1c2ccccc2-c2c1c1ccccc1c(=O)n2-c1ccccc1 | 5%
49 | Cc1cc(-c2ccc(S(=O)(=O)NCc3ccc(Cl)cc3)cc2)on1 | 16%
39 | Cc1ccc2nc3[nH]c(=O)[nH]c(=O)c3c(N)c2c1 | 8%
35 | O=C(Cc1ccccn1)c1ccncc1 | -1%

Structures above that contain a nitro group on carbon, in the order listed:
no. | compound | Rac1 GTP hydrolysis
6 | COc1cccc(C=NNc2ccc([N+](=O)[O-])cn2)c1OC | 11%
41 | COc1cc(COc2ccc(S(=O)(=O)N3CCOCC3)cc2[N+](=O)[O-])ccc1OC(F)F | 4%
42 | Cc1nc2ccccc2nc1-c1ccc([N+](=O)[O-])cc1 | 0%

Continued:
no. | compound | Rac1 GTP hydrolysis
51 | O=C(COc1coc(CN2CCN(c3ccc(F)cc3)CC2)cc1=O)NC1CCCCC1 | 6%
52 | O=C1NC[C@H](Cc2ccccc2)N(CC2CCN(CCCC3CCCC3)CC2)C1=O | 9%
53 | Cc1cc(=O)c2ccc(NC(=O)c3ccccc3)cc2[nH]1 | 10%
54 | C[C@H](CO)N1C[C@H](C)[C@H](CN(C)Cc2cncnc2)Oc2cc(Br)ccc2S1(=O)=O | 9%
55 | COc1ccc(S(=O)(=O)N(C)C)cc1NC(=O)COc1ccc2c(c1)CCC2 | 3%
56 | COc1ccc(CCNC(=O)CSC2=NS(=O)(=O)c3cc(F)ccc3N2)cc1OC | 4%
57 | Cc1c(NC(=O)c2cccc(NC(=O)Cc3ccccc3Cl)c2)c(=O)n(-c2ccccc2)n1C | 4%
58 | CC(=O)Nc1ccc(NC(=O)N2CCOCC2)cc1 | -22%
59 | COc1ccccc1C(=O)Cc1ccccc1 | -1%
60 | CO[C@H]1/C=C/O[C@@]2(C)Oc3c(C)c(O)c4c(O)c(c5c(c4c3C2=O)NC2(CCN(CC(C)C)CC2)N=5)=NC(=O)/C(C)=C\C=C\[C@H](C)[C@H](O)[C@@H](C)[C@@H](O)[C@@H](C)[C@H](OC(C)=O)[C@@H]1C | 9%
61 | CN[C@H]1C[C@H]2c3[nH]c4ccc(-c5ccc(OC)cc5)cc4c3CCN2C(=O)[C@H]1[C@H](C)O | 8%
62 | Cc1ccc(S(=O)(=O)N2C[C@H]3N(C(=O)OC(C)C)N(C(=O)OC(C)C)C[C@H](OC(=O)Nc4cccs4)[C@@]3(O)C2)cc1 | 14%
63 | O=C(c1cc2cc3ccc(Cl)cc3nc2o1)N1CCN(Cc2ccc3c(c2)OCO3)CC1 | -7%
64 | COc1ccccc1NC(=O)Nc1ccnn1C1CCN(C(=O)C2CCOC2)CC1 (stereo not given) | 6%
65 | CCCCn1cnc2c(c(CC#N)nn2-c2ccccc2)c1=N | 5%
66 | CCn1c(SCC(=O)Nc2ccccc2)nc2c(c1=O)SCC2 | 9%
67 | COc1c(NC=O)c2c(c([N+](=O)[O-])c1OC)C(=O)OC2 | -2%
68 | Cc1ccc(-n2c(C)cc(C=C3C(=O)N(C)C(=O)N(C)C3=O)c2C)cc1 | -2%
69 | Cc1cc([N+](=O)[O-])ccc1P(=O)(O)c1ccc([N+](=O)[O-])cc1C | 7%
70 | CN(C)CCCNC(=S)N1CCC(C(=O)c2ccc(Cl)cc2)CC1 | 14%
71 | CC1([N+](=O)[O-])COC(C=Cc2ccccc2)OC1 (stereo not given) | 3%
72 | CN(C)c1ccc(CSc2ccccc2)cc1 | -7%
73 | CCc1cccc(C)c1NC(=O)COC(=O)CCn1c(C)csc1=O | 7%
74 | C#CCOCCOCCOCCNc1nc(N2CCN(C(=O)[C@H]([C@@H](C)CC)n3cc(CCCN=C(N)N)nn3)CC2)nc(N2CCN(C(=O)[C@H]([C@@H](C)CC)n3cc(CCC(=O)O)nn3)CC2)n1 | 6%
75 | Cc1ccc(S(=O)(=O)N2C[C@]3(O)C[C@@H]4C(=O)N(c5ccccc5)C(=O)[C@@H]4C[C@]3(OC(=O)NC3CCCC3)C2)cc1 | 0%
76 | CCOC(COC(=O)c1ccccc1C(=O)O)c1ccccc1 (stereo not given) | 0%
77 | O=C(c1ccc(S(=O)(=O)N2CCC(c3nc4ccccc4s3)CC2)cc1)N1CCCCC1 | -2%
78 | CCN(C(=O)CN1C(=O)NC2(CCC(C)CC2)C1=O)C1CCCCC1 (stereo not given) | 4%
79 | C[C@H]1CCC/C=C/[C@@H]2C[C@H](O)C[C@H]2[C@H](O)[C@H](S(=O)c2ccc(O)cc2)CC(=O)O1 (stereo not given in full) | 231µM*
80 | Cc1cccc(NC(=O)c2cccc(NC(=O)c3ccco3)c2)c1 | 9%
81 | C[C@]12CC[C@H](O)CC1=CCC1C2CC[C@@]2(C)C1CC[C@@H]2NC(=O)[C@@H](N)Cc1cnc[nH]1 (stereo not given in full) | -2%
82 | CN(C(=O)c1cccc(NC(=O)Cc2ccc(NC(=O)C3CCCN(C(=O)C4CC4)C3)cc2)c1)C1CCCC1 (stereo not given) | 8%
83 | CCN(C(=O)COC(=O)Cn1c(=O)oc2ccccc21)c1c(N)n(Cc2ccccc2)c(=O)[nH]c1=O | 9%
84 | c1ccc2nc(NN=C3CCCCC3)ccc2c1 | 3%
85 | CCN(CC)C(=O)C1=C(C)N(CCCOC)C(=O)C(CC(=O)NCCN2CCOCC2)C1 (stereo not given) | 11%
86 | O=S(=O)(O)c1ccc(O)c2cc(Nc3ccccc3)ccc12 | 20µM*
87 | Cc1ccc(Cc2c(-c3ccc(Cl)cc3)nc3cc(C)ccn23)cc1 | 16%
88 | O=C(O)c1ccccc1NS(=O)(=O)c1ccc(N/N=C/c2ccc(O)c(O)c2)c([N+](=O)[O-])c1 | 61µM*
89 | Cc1nc2nc(C)n(CCN3CCOCC3)c(=O)c2c(-c2cccc([N+](=O)[O-])c2)c1C(=O)CCCCCCCCCCN1CCC(c2ccccc2)(c2ccccc2)CC1 | 6%
90 | CC1C(=O)N(Cc2cn(Cc3ccco3)nn2)CCS(=O)(=O)N1Cc1ccc(-c2cccc(CO)c2)cc1 (stereo not given) | 7%
91 | CCN(CC)S(=O)(=O)c1ccc(N2CC(C(=O)NCc3ccco3)CC2=O)cc1 (stereo not given) | -35%
92 | CCN(c1ccccc1)S(=O)(=O)c1ccc(Cl)c(C(=O)Nc2ccncc2)c1 | 6%
93 | CCC(=O)Nc1ccc2c(c1)Cc1cc([N+](=O)[O-])ccc1-2 | 5%
94 | CN(c1ccc(C(=O)NCC2CCCO2)cc1)S(=O)(=O)c1ccc(Cl)cc1 (stereo not given) | 10%
95 | O=S1(=O)c2ccc(Br)cc2N2CCC[C@@H]2CN1C1CC1 | 8%
96 | CCCCCC(=O)N1C[C@@H](O)[C@H](n2cc(-c3ccc(F)cc3)nn2)C[C@@H]1c1ccccc1 | 9%
97 | COc1ccc(S(=O)(=O)N2CCCC(C(=O)N3CCN(Cc4ccccc4)CC3)C2)cc1Cl (stereo not given) | 10%
98 | CN(C(=O)c1ccc(NC(=O)Cc2ccc(NC(=O)C3CCCN(C(=O)c4ccccc4)C3)cc2)cc1)C1CCCC1 (stereo not given) | 7%
99 | N#Cc1ccc(Cl)cc1NC(=O)CN1C(=O)C(=O)N(CCC2=CCCCC2)C1=O | -30%
100 | CC(=O)Oc1ccc2cc(-c3cccnc3)c(=O)oc2c1 | 4%

Further structures follow.
no. | compound | Rac1 GTP hydrolysis
101 | CC1(C)CC(=O)C=C(c2n[nH]nc2-c2ccc(F)c(F)c2)C1 | 17%
102 | O=C1C(Br)=C(c2ccccc2)C(c2ccccc2)=C1c1ccccc1 | -4%
103 | CC(=O)O[C@@H](C[C@@H](C)C1=C2C[C@H](O)C3[C@@]4(C)CCC(=O)C(C)(C)C4CC[C@]3(C)[C@@]2(C)CC1)[C@H]1OC1(C)C (stereo not given in full) | 8%
104 | COc1ccc(C(=O)N2CCN(S(=O)(=O)c3ccc4c(c3)OCCO4)CC2)cc1 | 9%
105 | O=C1C=CC2C3C(=O)N(c4ccccc4)C(=O)C3C1N2Cc1ccccc1 (stereo not given) | 28%
106 | O=Cc1ccc(-c2cccs2)s1 | 2%
107 | COc1ccc2nc(-c3ccccc3)nc(SC)c2c1 | 6%

A portion of the library, so the mix of outcomes need not match the whole.
